# ROC1-CUL1 inh – blocks human RBX1-Cullin-1 di-ubiquitin formation. inhibition, % at 10 µM. in vitro K48 di-Ub FRET, acceptor:donor ratio, 45 min. 140,000 compounds, 0.6% hits; in the data active = inhibition above about 25%
# Target sequence (P62877 whole entry, looked up): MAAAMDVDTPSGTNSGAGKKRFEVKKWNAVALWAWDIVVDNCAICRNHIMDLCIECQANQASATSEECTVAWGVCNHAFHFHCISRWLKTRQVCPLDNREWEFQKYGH
# Target sequence (Q13616 whole entry, looked up): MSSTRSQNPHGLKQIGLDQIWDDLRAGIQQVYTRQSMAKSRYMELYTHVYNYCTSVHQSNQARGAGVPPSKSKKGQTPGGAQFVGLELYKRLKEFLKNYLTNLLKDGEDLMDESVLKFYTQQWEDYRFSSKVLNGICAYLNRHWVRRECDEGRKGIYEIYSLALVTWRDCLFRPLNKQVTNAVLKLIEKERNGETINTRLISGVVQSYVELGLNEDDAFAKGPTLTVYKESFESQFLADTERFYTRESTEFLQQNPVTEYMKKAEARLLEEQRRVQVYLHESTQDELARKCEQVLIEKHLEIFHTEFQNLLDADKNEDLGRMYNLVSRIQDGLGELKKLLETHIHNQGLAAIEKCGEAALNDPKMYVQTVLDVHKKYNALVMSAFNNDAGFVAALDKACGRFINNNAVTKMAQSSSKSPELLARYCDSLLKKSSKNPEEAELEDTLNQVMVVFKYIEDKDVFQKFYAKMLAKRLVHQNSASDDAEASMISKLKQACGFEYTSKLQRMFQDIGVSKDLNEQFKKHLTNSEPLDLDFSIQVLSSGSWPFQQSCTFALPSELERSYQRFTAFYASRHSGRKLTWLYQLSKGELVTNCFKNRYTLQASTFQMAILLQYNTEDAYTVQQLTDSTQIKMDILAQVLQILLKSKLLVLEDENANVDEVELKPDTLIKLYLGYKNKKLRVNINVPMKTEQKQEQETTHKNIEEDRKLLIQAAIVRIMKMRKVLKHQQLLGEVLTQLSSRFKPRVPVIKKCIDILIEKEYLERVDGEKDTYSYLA
# * marks the source's active call; other numbers are inactive results. Only part of the results is shown; the hit share may differ from the screen's.
# Start of the data: the first 16 entries (preview)
SMILES,ROC1-CUL1 inh
O=C(O)C1CSC(c2cccc(F)c2)N1 (stereo unspecified),7.2
COCCN(C(=O)c1ccccc1OC1CCN(S(C)(=O)=O)CC1)C(C)C,2.7
Cc1oc2ncn(C)c(=O)c2c1C(=O)N1CCN(c2ccccc2)CC1,2.4
COC(=O)C1C(c2ccccc2)C(C(=O)OC)S(=O)(=O)C(C(=O)Nc2ccccc2)S1(=O)=O (stereo unspecified),13.6
O=C(Nc1ccc2c(c1)CCC2)c1c(F)cccc1F,-7.0
CC(C)NS(=O)(=O)c1ccc(CCC(=O)NCc2ccco2)cc1,-8.7
Cc1cc(NC(=O)C2CC(=O)N(c3ccccc3)C2)no1 (stereo unspecified),-4.5
CCCCOc1ccc(C2C(C(=O)Nc3ccccc3OC)C(C)=Nc3nnnn32)cc1OC (stereo unspecified),5.9
CN(C)C=NC1=C(C#N)C(c2ccc(F)cc2)c2c(-c3ccccc3)nn(-c3ccccc3)c2O1 (stereo unspecified),-7.8
CCCN(CC1CCCO1)C(=O)C1CCN(c2nc(C)c3ccc(S(C)(=O)=O)cc3n2)CC1 (stereo unspecified),4.4
Cc1nn(CCCC(=O)Nc2cccc(F)c2)c(=O)c2c1sc1ccccc12,4.4
CC1CC(O)(Cc2ccccc2)C(C)CN1C (stereo unspecified),7.4
COc1ccc(C2c3c(n[nH]c3C(C)(C)C)OC(=N)C2C#N)cc1 (stereo unspecified),-2.9
CN1CCN(C(=O)c2ccc(OC3CCN(C(=O)C4CC4)CC3)cc2)CC1c1ccccc1 (stereo unspecified),-0.9
CCC(=O)Nc1ccccc1C(=O)OC(C(=O)c1ccc(C)cc1)c1ccccc1 (stereo unspecified),-4.8
COc1ccc(-c2csc3ncnc(Nc4ccccc4)c23)cc1,-6.6

# Main list, previewed entries included:
SMILES,ROC1-CUL1 inh
O=C(O)C1CSC(c2cccc(F)c2)N1 (stereo unspecified),7.2
COCCN(C(=O)c1ccccc1OC1CCN(S(C)(=O)=O)CC1)C(C)C,2.7
Cc1oc2ncn(C)c(=O)c2c1C(=O)N1CCN(c2ccccc2)CC1,2.4
COC(=O)C1C(c2ccccc2)C(C(=O)OC)S(=O)(=O)C(C(=O)Nc2ccccc2)S1(=O)=O (stereo unspecified),13.6
O=C(Nc1ccc2c(c1)CCC2)c1c(F)cccc1F,-7.0
CC(C)NS(=O)(=O)c1ccc(CCC(=O)NCc2ccco2)cc1,-8.7
Cc1cc(NC(=O)C2CC(=O)N(c3ccccc3)C2)no1 (stereo unspecified),-4.5
CCCCOc1ccc(C2C(C(=O)Nc3ccccc3OC)C(C)=Nc3nnnn32)cc1OC (stereo unspecified),5.9
CN(C)C=NC1=C(C#N)C(c2ccc(F)cc2)c2c(-c3ccccc3)nn(-c3ccccc3)c2O1 (stereo unspecified),-7.8
CCCN(CC1CCCO1)C(=O)C1CCN(c2nc(C)c3ccc(S(C)(=O)=O)cc3n2)CC1 (stereo unspecified),4.4
Cc1nn(CCCC(=O)Nc2cccc(F)c2)c(=O)c2c1sc1ccccc12,4.4
CC1CC(O)(Cc2ccccc2)C(C)CN1C (stereo unspecified),7.4
COc1ccc(C2c3c(n[nH]c3C(C)(C)C)OC(=N)C2C#N)cc1 (stereo unspecified),-2.9
CN1CCN(C(=O)c2ccc(OC3CCN(C(=O)C4CC4)CC3)cc2)CC1c1ccccc1 (stereo unspecified),-0.9
CCC(=O)Nc1ccccc1C(=O)OC(C(=O)c1ccc(C)cc1)c1ccccc1 (stereo unspecified),-4.8
COc1ccc(-c2csc3ncnc(Nc4ccccc4)c23)cc1,-6.6
O=C(O)C1CSC(c2cc(Br)ccc2O)N1 (stereo unspecified),-6.7
O=C(CCC1CCN(Cc2ccc3cccc(F)c3n2)CC1)NCC1CCCO1 (stereo unspecified),4.5
Cc1nnc(NC(=O)CCCN2C(=O)/C(=C\c3ccc(Cl)cc3)SC2=S)s1,-7.1
Cc1cc(-c2nnc(CCC(=O)NCCCc3ccccc3)o2)no1,-3.2
COc1ccc(C2C(C(=O)Nc3ccc(Cl)cc3)C(C)=Nc3nc(SCc4cccc(C)c4)nn32)cc1OC (stereo unspecified),-4.2
COC(=O)c1ccccc1NC(=O)CC(O)(C(F)(F)F)C(F)(F)F,-9.8
COc1ccc(-c2cc(-c3ccccc3)c3c(N)c(C(=O)Nc4cc(Cl)ccc4C)sc3n2)cc1,-7.7
Cc1cccc(N(C)c2nc3ccc(C)cc3n3nnnc23)c1,-3.7
CN(C)c1ccc(-c2nc3cc(N=Cc4ccc(Cl)cc4)ccc3o2)cc1,-15.2
Cc1cc(Cl)ccc1NC(=O)CCS(=O)(=O)c1cc2c(cc1C)NC(=O)CO2,-10.8
COc1cc(C(=O)N2CCCCC2)cc(OC)c1OCc1ccccc1,-7.6
O=C(c1ccc([N+](=O)[O-])o1)N1CCCc2ccccc21,-4.8
Cc1ccn2cc(-c3ccc(C)c(NS(=O)(=O)c4ccc(Cl)cc4)c3)nc2c1,12.6
c1ccc(-c2c[nH]c(-c3ccccc3)c2)cc1,-3.7
C=C(C)Cn1c(=O)c2c(nc3oc(-c4ccc(F)cc4)cn32)n(C)c1=O,13.6
C/C(=N\NC(=O)CC(=O)Nc1ccccc1Cl)c1ccccc1,-4.4
CCOc1ccccc1NS(=O)(=O)c1cc(-c2cnc(C3CC3)o2)ccc1C,-6.4
C=CCn1c(CNc2ccccc2)nnc1SC(C)C(=O)NN=C(C)c1ccccc1 (stereo unspecified),0.3
CC(=O)c1ccc(N=Nc2c(O)[nH]c(=O)[nH]c2=O)cc1,1.4
Cc1ccc(-n2nnnc2C2(NC(=O)C(F)(F)F)CCCC2)cc1,-0.9
O=C(Oc1ccccc1)c1nccc2ccccc12,-4.3
CCc1nc(SCCC(=O)O)n[nH]1,0.6
CCSc1nnc(-c2ccccc2NC(=O)CC)c(=O)[nH]1,-0.8
Cc1ccccc1N=C1NC(=O)/C(=C/c2ccc(O)cc2)S1,0.0
O=C1/C(=C/c2ccc(Br)o2)Sc2ccccc21,6.7
CCCNC(=O)c1nnn(-c2ccc(C)cc2C)c1C,13.0
Cc1nc(-c2c(C)[nH]c3ccccc23)cs1,-5.6
COCCOc1ccc(C(=O)N2CCC(C)CC2)cc1,-4.1
Cn1nnnc1SCCNCc1ccccc1OCc1ccc(Cl)cc1Cl,-2.9
OCC#Cc1csc(CN2C[C@H](O)[C@@H](N3CCOCC3)C2)c1,2.6
CC1CN(C(=O)c2cccs2)CC(C)O1 (stereo unspecified),-8.1
CCC(CC)C(=O)Oc1ccc2c(=O)c(Oc3ccccc3Br)coc2c1,10.9
CC(C)C(NC(=O)OCc1ccccc1)C(=O)Oc1ccc2c(=O)c(Oc3ccc(Cl)cc3)c(C(F)(F)F)oc2c1 (stereo unspecified),-10.2
Cc1ccc(C)c(N2CCN(S(=O)(=O)c3cc(Cl)c(Cl)cc3Cl)CC2)c1,1.1
# (cont.)
SMILES,ROC1-CUL1 inh
CNC(=O)N1CCN(c2ccc(Cl)cc2)CC1,3.4
O=C(CSc1nc(-c2ccc(F)cc2)[nH]c1-c1ccc(F)cc1)Nc1ccc2c(c1)OCCO2,1.7
COc1ccc(NC(=O)c2c(NC(=O)COc3ccccc3)sc3c2CCC(C(C)(C)C)C3)cc1 (stereo unspecified),1.1
Cc1cc2c(=O)n(NC(=O)/C(=C/c3ccccc3)c3ccccc3)c(C)nc2s1,-5.1
Cc1ccc(C(C)NC(=O)c2cccnc2)cc1 (stereo unspecified),0.3
O=c1[nH]cnc2sc3ccccc3c12,-3.2
CCOc1cc(CN2CCN(S(=O)(=O)c3ccc(C)cc3)CC2)ccc1OC,-4.3
Cc1cc(S(=O)(=O)N2CCc3ccccc3C2)ccc1F,1.6
Cc1ccc(N2C(=O)/C(=C/c3ccc(N4CCCCCC4)o3)C(=O)NC2=S)c(C)c1,3.0
COc1ccc(-c2nnc(SC)nc2-c2ccc(OC)cc2)cc1,-4.9
CCCCC(=O)Nc1c(C(=O)N2CCN(c3ccccc3)CC2)oc2ccccc12,-1.1
CCCOc1ccc([C@@H]2C3CN(CCC)CC=C3C(C#N)C(=N)C2(C#N)C#N)cc1OC (stereo partly specified),-1.5
CC1C(=NC(=O)C2CCCO2)C(=O)N(c2ccccc2)N1C (stereo unspecified),-4.2
Oc1ccc(-c2csc(-c3ccncc3)n2)cc1O,-0.8
Cc1cc(C)cc(N2CCn3c2nc2c3c(=O)n(CCc3ccccc3)c(=O)n2C)c1,9.5
CCCn1cc(-c2ccnc(NCCCc3nn[nH]n3)n2)c(C)n1,4.6
COCCNC(=O)C1CCCN(S(=O)(=O)c2ccc3c(ccn3C)c2)C1 (stereo unspecified),4.6
CCCC1=C(C(=O)OCC)C(c2c(OC)ccc3ccccc23)n2c(s/c(=C\c3ccc(O)c(OC)c3)c2=O)=N1 (stereo unspecified),-9.1
Cc1cccc(C)c1NS(=O)(=O)Cc1ccc(F)cc1,10.3
COCCS(=O)(=O)c1ncc(CN2CCOCC2)n1CC1CCCCC1,9.3
C#CC(C)(CC)NC(=O)Cn1nnc(-c2ccc(OCc3ccccc3F)cc2)n1 (stereo unspecified),0.2
CC(C)CCOC(=O)c1cc([N+](=O)[O-])cc2c1-c1ccc([N+](=O)[O-])cc1/C2=N\O,-8.9
Cc1ccccc1C1c2c(n[nH]c2-c2ccc(Cl)c(Cl)c2)OC(=N)C1C#N (stereo unspecified),-2.3
Cc1ccccc1CC(C1CCN(C(=O)c2ccc3ccccc3n2)CC1)N(C)C(=O)Cn1cccn1 (stereo unspecified),8.5
CCN(CC)S(=O)(=O)c1ccc(OC)c(C(C)C)c1,5.1
CN(c1ccccc1)S(=O)(=O)c1ccc(Cl)c(C(=O)Nc2ccccc2C(=O)O)c1,13.1
Cc1cc(C)n(COCC(C)C)n1,-8.2
C=CCCC(=O)NCC1Cc2cccc(-c3ncccn3)c2O1 (stereo unspecified),-4.6
COC(=O)c1c(C)sc(-c2c(-c3cccc(OC)c3)[nH]c3c2c(=O)[nH]c(=O)n3C)c1O,23.8
COc1ccc(C(=O)C2C(=O)C(=O)N(Cc3cccnc3)C2c2cccc(Br)c2)c(C)c1 (stereo unspecified),-2.3
Cc1cccc(NC(=O)CSc2nc(-c3cccs3)nc3cc(=O)[nH]n23)c1,6.5
Cc1cn2c3c(=O)n(Cc4ccc(F)cc4)c(=O)n(C)c3nc2n1CCCO,1.3
Cc1nc2ccc(C(=O)N/N=C/c3cc([N+](=O)[O-])ccc3O)cc2[nH]1,4.6
COc1ccc(C(=O)COC(=O)c2ccc(NC(C)=O)cc2)cc1,-1.3
COc1ccc(CCN2C(=O)N(c3cccc(C)c3)C(=O)C2CC(=O)Nc2ccccc2)cc1OC (stereo unspecified),-6.8
COc1cc2nc(N(C)C)c(CNCCc3cccc(F)c3)cc2c(OC)c1OC,1.7
O=C(Nc1ccc2ccccc2c1)C1CCCC1,3.8
CCC1CN(C(=O)Nc2cccc3c2CCCC3)c2cc(Cl)ccc2O1 (stereo unspecified),1.6
Nc1ccc(N2CCN(c3ncc(C(F)(F)F)cc3Cl)CC2)c(C(F)(F)F)c1,-5.8
COc1ccc(C(=O)COC(=O)c2cccc(S(=O)(=O)N3CCCCCC3)c2)cc1OC,12.5
COc1cc(-c2cc(C(F)(F)F)n3ncc(C(=O)Nc4cccc(Cl)c4C)c3n2)cc(OC)c1OC,1.3
CCOc1ccc(NC(=O)c2c(NCc3cccs3)sc3c2CCCCC3)cc1,5.7
COC(=O)CCCC(=O)NCc1cccnc1N1CCCCCCC1,-2.1
Cn1nccc1C(=O)NC1C2CC3CC(C2)CC1C3 (stereo unspecified),2.3
O=C(ON=C1c2ccccc2-c2ccccc21)c1cc(F)c(F)cc1Cl,-2.9
CSCCCN1CCCC(C(=O)Nc2ccc(-c3cscn3)cc2)C1 (stereo unspecified),1.3
O=C(NC1CCCCCC1)C1CCN(C(=O)N2CCOc3ccccc32)CC1,-2.3
CC(=O)NC12CC3CC(C)(C1)CC(C(=O)O)(C3)C2 (stereo unspecified),14.2
Cc1ccccc1CN1CCC(CNc2ncnc3onc(-c4ccc(Cl)cc4)c23)CC1,3.6
CC(=O)/C(=C\c1ccccc1)S(=O)(=O)c1ccccc1,-7.9
# Additional entries.
SMILES,ROC1-CUL1 inh
Cc1cccc(NC(=O)N2CCc3c(sc4c3CCCC4)C2c2ccc(F)cc2)c1 (stereo unspecified),7.0
CNC(=S)N/N=C/c1cccc(Oc2ccc(C(F)(F)F)cc2[N+](=O)[O-])c1,-15.9
CC(=O)c1c(C)n(-c2cccc(C(F)(F)F)c2)c2ccc(O)cc12,5.0
CCCCCCCSc1nc2sc3c(c2c(=O)n1-c1ccccc1)CCC(C(C)(C)C)C3 (stereo unspecified),3.7
CCOC(=O)c1cc(OC(=O)c2ccc(OC)c(OC)c2)n(-c2ccccc2)n1,6.5
CCOC(=O)c1c(NC(=O)/C=C/c2ccc(C)cc2)sc(C(C)=O)c1C,5.1
COc1cc(C)nc(N(C)S(=O)(=O)c2ccc(C)cc2)n1,4.6
CCCN1Cc2cccc(C(=O)Nc3ccccc3C(=O)OC)c2C1=O,1.7
COC(=O)c1ccc(C2c3c(-c4ccccc4O)n[nH]c3C(=O)N2Cc2cccnc2)cc1 (stereo unspecified),-4.4
Fc1ccc(NC(=S)Nn2cnnc2)cc1Cl,11.3
c1ccc(OCc2nc(-c3ccccc3)nn2-c2ccccc2)cc1,-18.7
O=S(=O)(O)SCCN1CCc2ccccc21,28.0*
COC(=O)c1ccccc1NC(=O)CN(c1ccccc1OC)S(C)(=O)=O,9.1
CCCn1c(=O)c2c(nc3n(CCO)c(C)c(C)n23)n(C)c1=O,-3.1
COC(=O)CCC(C)N1CCC(CCC(=O)N2CCN(c3ccccc3)CC2)CC1 (stereo unspecified),-2.2
Cc1nc(Nc2ccc(Cl)cc2)cc(-c2ccccc2)n1,-4.1
Cc1ccccc1-n1c(-c2ccco2)n[nH]c1=S,0.2
CCOc1ccc(-n2nc3ccc(NC(=O)c4cccc(F)c4)cc3n2)cc1,0.3
Cc1nc2ccccc2nc1-c1n[nH]c(=S)o1,10.8
COc1cc(NC(=O)c2cc3nc(-c4ccc(C)cc4)cc(C(F)(F)F)n3n2)cc(OC)c1OC,5.9
CCN(CC)Cc1c(C)[nH]c2ccc(C(=O)OC)cc2c1=O,8.0
OC(Cn1nnnc1-c1ccccc1)Cn1nnnc1-c1ccccc1,-5.9
CCCSc1nnc(-c2ccc(Cl)cc2)n1CC(C)C,-2.9
OCCN1CCN(CC(O)COC23CC4CC(CC(C4)C2)C3)CC1 (stereo unspecified),4.5
CCN1CCC(NC(=O)C(C)Oc2ccc(C(C)(C)C)cc2)CC1 (stereo unspecified),9.1
CCOc1ccccc1NC(=O)NCCn1c(=O)oc2ccc(C)cc21,6.0
